LEDGF integ inh: blocks HIV-1 LEDGF/p75-dependent DNA integration | TR-FRET IN-LEDGF/p75 DNA integration, Eu/Cy5 | inhibition, % at 3.7 µM | hit rate 0.64% among 370,000 | AID 743269;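 active = inhibition above the screen-wide mean plus 3 SD, cut at about 13% in these data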;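 note: signal is the Cy5 over europium emission ratio at 671 and 618 nm; 0% = plate median of compound wells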
ADAM17 inh: inhibits human ADAM17. hit rate 0.83% among 370,000. recombinant ADAM17, EDANS/DABCYL FRET peptide cleavage. inhibition, % at 6.95 µM. AID 720648;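 active = inhibition above the mean of compounds lying between control limits plus 3 SD, set per campaign, cut at about 8.5% in these data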;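 note: 0% = DMSO-only wells as the low control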
KLK7 zymogen act: activators of human kallikrein-7 zymogen | purified proKLK7, EDANS-DABCYL substrate fluorescence; 100% is mature enzyme control, 0% vehicle | activation, % at 7 µM | hit rate 0.9% among 370,000 | AID 652039;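 active = activation above the mean of all tested compounds plus 3 SD, computed per campaign excluding outliers beyond control limits, cut at about 13% in these data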
Target sequence (P49862 whole entry, looked up): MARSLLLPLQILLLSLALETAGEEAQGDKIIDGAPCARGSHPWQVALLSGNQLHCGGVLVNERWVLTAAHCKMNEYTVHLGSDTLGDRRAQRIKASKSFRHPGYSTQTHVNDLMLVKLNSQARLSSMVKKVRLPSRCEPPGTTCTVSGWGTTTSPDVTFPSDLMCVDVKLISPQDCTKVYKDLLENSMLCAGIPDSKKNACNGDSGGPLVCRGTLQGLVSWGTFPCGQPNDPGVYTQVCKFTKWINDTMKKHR
ASAP1 GAP inh: blocks human ASAP1-stimulated Arf1 GTP hydrolysis. Q9ULH1. GDP FP detection. AID 624377. inhibition, % at 16.5 µM. hit rate 0.19% among 360,000; in the data active = inhibition above about 25%;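 note: 0% = vehicle with enzyme and substrate and 100% = no enzyme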
Target sequence (Q9ULH1 325-724 limits assumed): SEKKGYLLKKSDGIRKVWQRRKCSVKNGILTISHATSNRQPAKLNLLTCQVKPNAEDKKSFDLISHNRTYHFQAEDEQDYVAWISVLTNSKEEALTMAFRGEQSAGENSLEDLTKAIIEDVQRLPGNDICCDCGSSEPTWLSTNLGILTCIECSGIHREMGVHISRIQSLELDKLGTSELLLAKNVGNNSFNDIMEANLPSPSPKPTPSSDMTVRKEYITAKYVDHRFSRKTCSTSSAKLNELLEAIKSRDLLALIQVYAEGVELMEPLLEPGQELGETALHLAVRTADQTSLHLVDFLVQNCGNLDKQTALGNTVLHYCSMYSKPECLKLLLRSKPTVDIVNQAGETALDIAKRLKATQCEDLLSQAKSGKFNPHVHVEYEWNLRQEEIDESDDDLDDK
DDE Tn7 FP inh: disrupts Tn7 cyclic peptide binding to fibrin D-Dimer-E complex; P02675; FP displacement of FITC-Tn7 peptide from fibrin DD(E); 0% = median of compound wells per plate; inhibition, % at 8.3 µM; hit rate 0.13% among 370,000; AID 720508;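 active = inhibition above the mean of compounds falling within the control limits plus 3 SD of them, cut at about 14% in these data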;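 note: 0% = plate median of compound wells and 100% = 10 µM Aha-Tn7 peptide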
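Test system: human clot-derived fibrin DD(E) complex / Quantity: 2 µM final DD(E) protein / Incubation: 10 min plus 3 h, room temperature / Measured by: fluorescence polarization / Benchmarks: high control of 10 µM Aha-Tn7 peptide / Replicates: singlicate testing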
DDE Tn6 FP inh: disrupts Tn6 cyclic peptide binding to fibrin D-Dimer-E complex. Fibrin DD(E) TRITC-Tn6 fluorescence polarization displacement. AID 720509. P02675. hit rate 0.21% among 370,000. inhibition, % at 8.3 µM;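 active = inhibition above a per-campaign cutoff: mean of compounds within control limits plus 3 SD, cut at about 15% in these data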;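 note: 0% = median of all compound wells on the plate and 100% = blocking peptide control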
TDP2 inh: TDP2 (human) inhibition, absorbance primary screen; O95551; recombinant TDP2, T5PNP hydrolysis, p-nitrophenol absorbance 415 nm; inhibition, % at 12.8 µM; hit rate 0.34% among 370,000; AID 720702;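 active = inhibition above the mean of all tested compounds plus 3 SD, set per campaign, cut at about 25% in these data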;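 note: 0% = DMSO with enzyme and 100% = buffer with substrate but no TDP2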
Target sequence (O95551 whole entry, looked up): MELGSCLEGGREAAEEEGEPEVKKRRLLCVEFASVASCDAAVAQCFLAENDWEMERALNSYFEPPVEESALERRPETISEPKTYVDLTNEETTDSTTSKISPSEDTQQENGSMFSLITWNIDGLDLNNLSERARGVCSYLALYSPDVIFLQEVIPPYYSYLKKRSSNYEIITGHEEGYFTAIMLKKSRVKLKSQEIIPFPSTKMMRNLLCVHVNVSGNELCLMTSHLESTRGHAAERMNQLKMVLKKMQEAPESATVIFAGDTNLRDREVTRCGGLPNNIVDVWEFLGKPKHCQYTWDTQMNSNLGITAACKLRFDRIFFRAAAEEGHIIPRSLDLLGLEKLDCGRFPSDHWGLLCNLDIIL
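Assay system: recombinant human TDP2 / Reagent: T5PNP substrate at 5 mM, a TopII-DNA adduct mimic / Measured by: epi absorbance from released p-nitrophenol / Evaluation: % inhibition relative to enzyme-containing and enzyme-free wells / Control set: enzyme-free and DMSO wells / Replicates: each compound tested once, singlicate / Schedule: enzyme reaction with compound for 2 h at 37 °C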
ARFGAP1 inh: inhibitors of rat ARFGAP1; Arfgap1-stimulated ARF1 GTP hydrolysis, GDP FP detection; hit rate 0.26% among 360,000; Q62848; inhibition, % at 16.5 µM;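 active = inhibition above a per-plate limit, mean inhibition of low control wells plus 3 SD, cut at about 25% in these data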;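 note: 0% = DMSO wells with enzyme and 100% = wells lacking Arfgap1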
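Material – truncated rat Arfgap1 GAP domain · Buffer or medium – HEPES-based buffer, pH 7.5 · Reagent – human ARF1(Δ1-17)-GTP substrate · Dosing – 16.5 µM single point, 1.26% DMSO · Schedule – GTP hydrolysis reaction 2 h at 25 °C · Technique – GDP detection by fluorescence polarization · Benchmarks – No-Arfgap1 wells (100%) versus DMSO full-reaction wells (0%) · Repeats – single replicate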
PLCg1 inh: PLC-gamma1 (human) inhibition, primary screen | AID 720700 | purified PLC-gamma1, fluorogenic substrate, fluorescence | inhibition, % at 12.2 µM | hit rate 0.84% among 370,000 | P19174; in the data active = inhibition above about 9.5%
ADAM10 inh: inhibits human ADAM10. O14672. recombinant ADAM10, EDANS/DABCYL FRET peptide cleavage, 3 h. inhibition, % at 7 µM. hit rate 0.62% among 370,000;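 active = inhibition above a per-campaign cutoff equal to the mean of compounds falling between control-based bounds plus 3 SD, cut at about 20% in these data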;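 note: 0% = DMSO wells while the 100% control is not disclosed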
* marks the source's active call; other numbers are inactive results; i = inactive. Hits appear at their usual frequency. Share with any hit: about 4.2%.

#	smiles	PLCg1 inh	ASAP1 GAP inh	KLK7 zymogen act	TDP2 inh	DDE Tn6 FP inh
1	CCOC(=O)C1CCCN(S(=O)(=O)c2c(C)[nH]c(C)c2C(=O)N2CCCC2)C1 (configuration not stated)	1	2	-0.6	-7	-10
2	COc1ccc(CN(C(=O)c2cc(=O)c3cc(C)cc(C)c3o2)C2CCS(=O)(=O)C2)cc1 (configuration not stated)	-1	-4	0.5	4	-3
3	Cc1ccc(NC(=O)CCSc2nnc3ccccn23)cc1	-207	-10	10	-9	-2
4	CC1=CC=CC2=NC(=O)CC(C)(C(=O)N(CC(=O)NC3CCCC3)c3ccc(F)cc3)N12 (configuration not stated)	-75	1	1.9	-2	-3
5	COC(=O)c1ccc(S(=O)(=O)NNC(=O)c2ccc(S(=O)(=O)N3CCCCC3)cc2)cc1	2	-4	0.2	6	-3
6	Cc1cccc(NC(=O)Cn2c(=O)n(Cc3ccco3)c(=N)c3c4c(sc32)COC(C)(C)C4)c1	8	16	-0.1	-18	-11
7	N#CCCN(Cc1cccnc1)C(=S)NC(=O)c1ccc(S(=O)(=O)N2CCCC2)cc1	1	-5	0.2	12	-1
8	Cc1ccc(NC(=O)Cc2ccc3c(c2)OCCO3)cc1S(=O)(=O)N1CCCCC1	4	11	-0.4	-1	-4

#	LEDGF integ inh	ADAM10 inh	ADAM17 inh	DDE Tn7 FP inh	ARFGAP1 inh
1	2	2	-1	6	3
2	-3	-2	-2	-3	-1
3	-3	-209	-73	6	-11
4	-1	i	-352	-6	3
5	2	-5	-1	2	0
6	0	9	1	-7	16
7	2	6	-1	-3	11
8	6	14	8	-9	3

#	smiles	PLCg1 inh	ASAP1 GAP inh	KLK7 zymogen act	TDP2 inh	DDE Tn6 FP inh
9	CCCNC(=S)NCCN1CCCCC1	5	13	0.5	2	0
10	O=C(c1cnn2c(C(F)F)cc(-c3ccccc3)nc12)N1CCN2CCCC2C1 (configuration not stated)	-156	2	4.8	3	-9
11	CC(=O)c1cccc(NC(=O)c2cc(-c3ccncc3)nc3ccccc23)c1	-3	17	-0.1	-4	-11
12	CCOc1ncccc1C(=O)N1CCN(c2cccc(C)c2C)CC1	1	9	0.1	3	-5
13	CN(C)S(=O)(=O)c1ccc(/C(O)=C2/C(=O)C(=O)N(CCN3CCCCC3)C2c2cccnc2)cc1 (configuration not stated)	7	-1	0.3	20	6
14	CCn1c(CNc2ccc(C(=O)O)cc2)nc2ccccc21	-1	3	0.6	-10	6
15	CC1=C(C(=O)Nc2ccc(C)cn2)C(c2cnn(C)c2)C2=C(CCCC2=O)N1 (configuration not stated)	-143	3	6.7	1	7
16	CCCCc1c(O)nc(SCC(=O)Nc2cccc3ccccc23)n(-c2ccccc2OC)c1=O	-3	2	-0.1	-15	-10

#	LEDGF integ inh	ADAM10 inh	ADAM17 inh	DDE Tn7 FP inh	ARFGAP1 inh
9	-2	6	1	1	12
10	0	-59	-23	3	7
11	0	-5	0	-3	-6
12	-4	-9	1	4	-2
13	2	13	2	0	-16
14	-1	-3	-6	0	-2
15	0	-323	-84	4	-1
16	-1	-8	-4	2	11

Some of the entries above in a different format.
#	compound	PLCg1 inh	ASAP1 GAP inh	KLK7 zymogen act	TDP2 inh	DDE Tn6 FP inh	LEDGF integ inh	ADAM10 inh	ADAM17 inh	DDE Tn7 FP inh	ARFGAP1 inh
2	COc1ccc(CN(C(=O)c2cc(=O)c3cc(C)cc(C)c3o2)C2CCS(=O)(=O)C2)cc1 (configuration not stated)	-1	-4	0.5	4	-3	-3	-2	-2	-3	-1
3	Cc1ccc(NC(=O)CCSc2nnc3ccccn23)cc1	-207	-10	10	-9	-2	-3	-209	-73	6	-11
4	CC1=CC=CC2=NC(=O)CC(C)(C(=O)N(CC(=O)NC3CCCC3)c3ccc(F)cc3)N12 (configuration not stated)	-75	1	1.9	-2	-3	-1	i	-352	-6	3

(further entries)
#	smiles	PLCg1 inh	ASAP1 GAP inh	KLK7 zymogen act	TDP2 inh	DDE Tn6 FP inh
17	OCCN(CCO)c1ccc2ccccc2c1	-61	1	4.4	-4	4
18	NC(=O)NC(CC(=O)Nc1cccnc1)c1cccc(Br)c1 (configuration not stated)	3	-1	-0.3	12	-5
19	Cc1cc([N+](=O)[O-])cc2c1NC(c1ccccn1)C1CC=CC21 (configuration not stated)	-2	3	0.1	7	7
20	CC(=O)c1c(C)[nH]c(C(=O)NCc2ccccc2Cl)c1C	-6	4	-0.4	-4	-2
21	COc1ccc(C(=O)NCC(=O)OCc2c(Cl)cccc2Cl)cc1OC	2	2	-0.8	15	0
22	CCOC(=O)N1CCN(S(=O)(=O)c2ccc3c(c2)SC(C)C(=O)N3)CC1 (configuration not stated)	1	-9	-0.2	5	4
23	CN(C)S(=O)(=O)c1ccc(N2CCCC2)c(C(=O)NC2CCCCC2)c1	-4	-9	0.3	11	4
24	COc1ccc(/C=C2\CCOC2=O)cc1	-12	-3	-0.2	3	-3

#	LEDGF integ inh	ADAM10 inh	ADAM17 inh	DDE Tn7 FP inh	ARFGAP1 inh
17	1	i	-272	-4	8
18	0	2	-1	-9	5
19	3	12	-2	-3	-7
20	4	6	-1	6	1
21	-4	-3	-3	-1	-2
22	3	-13	-3	8	-6
23	1	0	-1	-4	4
24	-2	-19	-3	-4	1

#	smiles	PLCg1 inh	ASAP1 GAP inh	KLK7 zymogen act	TDP2 inh	DDE Tn6 FP inh
25	COc1ccc(OC)c(C(C)NC(C)=O)c1 (configuration not stated)	0	0	0.0	11	5
26	CCOC(=O)C=Cc1ccc(C(=O)OCC)[nH]1	2	-3	0.8	7	0
27	Cc1ccc(OCCOCCNC(C)C)c(Br)c1	1	-15	0.3	5	-7
28	O=C(CN1CCc2ccccc2C1)Nc1cccc(S(=O)(=O)N2CCOCC2)c1	4	-13	-0.1	0	5
29	O=C(NC(=S)NNS(=O)(=O)c1ccccc1)c1ccc([N+](=O)[O-])cc1	-1	4	-0.2	5	-8
30	COCCCNC(=O)c1cc2c(s1)CS(=O)(=O)C2	1	-2	0.2	-10	-7
31	S=C(NCc1ccc(Cl)cc1)N1CCN(c2ccccn2)CC1	0	-1	0.5	1	2
32	CCOc1ccc(C(=O)NC(=S)NCCCN2CCOCC2)cc1	-2	-8	0.0	8	0

#	LEDGF integ inh	ADAM10 inh	ADAM17 inh	DDE Tn7 FP inh	ARFGAP1 inh
25	-4	-2	-3	4	0
26	-1	-17	-3	-1	-11
27	0	0	-5	-1	-2
28	-2	-9	1	-1	5
29	-2	-2	1	-5	5
30	2	3	2	10	-7
31	0	-8	1	-12	-1
32	-1	-11	-2	-3	-1

#	smiles	PLCg1 inh	ASAP1 GAP inh	KLK7 zymogen act	TDP2 inh	DDE Tn6 FP inh
33	O=C(NC1CC1)c1cccc(NC(=O)c2cnn(-c3ccccc3)n2)c1	0	12	0.3	-2	6
34	COC(=O)C1CSC(C(=O)OC)N1C(=O)CN1CCN(c2ccccc2)CC1 (configuration not stated)	0	0	-0.9	-10	2
35	O=C(CCc1ccccc1)N/N=C/c1cc(Br)ccc1O	-92	2	-74	-6	3
36	O=C(C(=O)N1CCN(C(=O)c2ccco2)CC1)c1cc2ccccc2o1	-5	12	0.1	5	-5
37	CCOC(=O)C(C)n1ncn2cccc2c1=O (configuration not stated)	4	2	-0.1	-8	7
38	CC(=O)Nc1cccc(-c2cnc3ccccc3n2)c1	-6	2	0.6	-4	-3
39	C[C@H](CO)N1C[C@H](C)[C@@H](CN(C)S(=O)(=O)c2ccc(F)cc2)Oc2c(NC(=O)c3ccncc3)cccc2C1=O	3	13	-0.7	-12	3
40	Cc1cc(F)ccc1-c1cc(C(=O)NCC2CCCCC2)[nH]n1	7	6	-0.1	-7	-4

#	LEDGF integ inh	ADAM10 inh	ADAM17 inh	DDE Tn7 FP inh	ARFGAP1 inh
33	1	-9	-6	3	5
34	5	9	-1	-1	-4
35	-5	-29	-8	3	-7
36	5	0	-2	1	-5
37	2	-1	0	-2	1
38	0	-3	-1	-3	-4
39	4	12	10*	-10	-3
40	3	5	4	1	2

#	smiles	PLCg1 inh	ASAP1 GAP inh	KLK7 zymogen act	TDP2 inh	DDE Tn6 FP inh
41	Cc1cc(O)ccc1NS(=O)(=O)c1ccc2c3c(cccc13)C(=O)N2	-16	-3	81*	1	-8
42	COc1ccccc1C(=O)NCC(=O)OC(C)C(=O)NC(=O)NC1CCCCC1 (configuration not stated)	6	-6	0.0	-12	2
43	CCN1C(=O)[C@H]2[C@@H](c3ccc(-c4cccc(Cl)c4)c(OC)c3)N[C@@](CC(C)C)(C(=O)OC)[C@H]2C1=O	4	4	-1.5	-11	-1
44	Cc1ccc(C(CNS(=O)(=O)c2cc(F)ccc2F)N2CCN(C)CC2)cc1 (configuration not stated)	-1	4	-0.2	15	1
45	Cc1ccc(S(=O)(=O)N2C[C@H]3[C@H]4C(=O)N(c5ccccc5)C(=O)[C@H]4C[C@H](OC(=O)NCc4ccco4)[C@@]3(O)C2)cc1	0	-2	0.3	1	5

#	LEDGF integ inh	ADAM10 inh	ADAM17 inh	DDE Tn7 FP inh	ARFGAP1 inh
41	3	-22	-5	-3	2
42	-6	-3	3	-2	-14
43	-1	19	4	6	6
44	-1	-28	-5	1	-10
45	2	-16	-2	0	2

Among those listed so far, these have a thiophene ring, fused or not.
#	smiles	PLCg1 inh	ASAP1 GAP inh	KLK7 zymogen act	TDP2 inh	DDE Tn6 FP inh
6	Cc1cccc(NC(=O)Cn2c(=O)n(Cc3ccco3)c(=N)c3c4c(sc32)COC(C)(C)C4)c1	8	16	-0.1	-18	-11
30	COCCCNC(=O)c1cc2c(s1)CS(=O)(=O)C2	1	-2	0.2	-10	-7

#	LEDGF integ inh	ADAM10 inh	ADAM17 inh	DDE Tn7 FP inh	ARFGAP1 inh
6	0	9	1	-7	16
30	2	3	2	10	-7
